Screening data (PubChem)
Giardia FBPA inh – inhibitors of Giardia lamblia fructose-1,6-bisphosphate aldolase | actives 0.71% (n = 290,000) | A8B2U2 | AID 2451 | Potency, µM (series often up to 59.6 µM), inactives show at the highest dose activity, negative = inhibition, actives largely listed as inhibitors | purified Giardia FBPA; note: potency is the fitted concentration of half-maximal effect; nearly all actives have a fitted effect of over 55% in size
Target sequence (A8B2U2 whole entry, looked up): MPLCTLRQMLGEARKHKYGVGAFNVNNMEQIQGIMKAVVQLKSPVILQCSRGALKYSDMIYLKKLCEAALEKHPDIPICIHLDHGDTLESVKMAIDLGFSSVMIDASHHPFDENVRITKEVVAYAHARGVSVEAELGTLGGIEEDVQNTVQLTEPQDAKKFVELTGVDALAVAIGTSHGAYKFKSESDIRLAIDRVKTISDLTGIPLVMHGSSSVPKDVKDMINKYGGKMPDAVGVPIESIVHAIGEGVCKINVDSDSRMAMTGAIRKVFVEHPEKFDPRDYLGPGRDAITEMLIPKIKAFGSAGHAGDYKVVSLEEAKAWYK
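40 nM FBPA preincubated 10 min at RT with compound (up to 57.5 uM final), then substrate plus GAPDH/TPI/NAD/arsenate coupling and diaphorase/resazurin added. Fluorescence read after 20 min at RT, 525/598 nm.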
Sm TGR block – inhibitors of Schistosoma mansoni thioredoxin glutathione reductase | purified TGR, DTNB reduction, TNB absorbance 405 nm | Potency, µM (top dose mostly 114 µM), for inactives: at the top dose activity change, negative = inhibition, actives largely listed as inhibitors | actives 3% (n = 360,000) | AID 485364; note: potency is the fitted concentration of half-maximal effect; nearly all actives have a fitted effect of over 60% in size
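Kinetic colorimetric format: TGR-catalysed, NADPH-driven DTNB reduction monitored via TNB absorbance. Enzyme dispensed at 20 nM; compound exposure 15 min at room temperature before reaction start.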
HCMV antiviral – human cytomegalovirus inhibition; HFF cells, HCMV-luciferase reporter, 72 h; hits give low values; activity change, negative = inhibition, % at 57.5 µM; actives 4.5% (n = 410,000); in the data active = activity change below about -60%; inconclusive = no clear call, values can overlap the other calls; inactive = above about -39%
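Inhibition of viral replication was scored as loss of reporter luminescence in HFFs infected with HCMV-luciferase (MOI 1 PFU/cell) for 72 h; compounds tested at 2 doses, normalized to buffer and Salinomycin controls.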
AmpC detergent – inhibitors of E. coli AmpC beta-lactamase with detergent. P00811. AmpC hydrolysis of nitrocefin, absorbance 480 nm, 0.01% Triton. Potency, µM (top dose mostly 114 µM), without a hit: top-dose activity change, negative = inhibition, usual class: inhibitors. actives 0.041% (n = 370,000). AID 485294;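 note: potency is the fitted concentration of half-maximal effect; 0% = no-compound wells and -100% = no-enzyme wells; nearly all actives have a fitted effect of over 25% in size; some results filed as inactive show a strong effect at the top dose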
Target sequence (P00811 whole entry, looked up): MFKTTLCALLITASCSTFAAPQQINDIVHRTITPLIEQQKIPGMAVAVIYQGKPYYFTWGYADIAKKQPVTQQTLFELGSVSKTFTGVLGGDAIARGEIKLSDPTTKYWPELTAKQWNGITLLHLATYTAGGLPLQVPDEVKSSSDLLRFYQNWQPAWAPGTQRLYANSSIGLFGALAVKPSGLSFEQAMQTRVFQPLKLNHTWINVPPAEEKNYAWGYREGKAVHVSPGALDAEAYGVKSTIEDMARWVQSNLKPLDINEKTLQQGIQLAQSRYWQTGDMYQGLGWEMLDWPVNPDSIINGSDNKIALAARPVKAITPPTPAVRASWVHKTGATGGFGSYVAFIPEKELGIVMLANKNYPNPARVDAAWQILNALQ
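20 mM phosphate pH 7.0 + 0.01% (detergent screen) or 0.0001% Triton X-100; 5.3 nM AmpC reagent; cpd preinc 15 min RT; nitrocefin (800 uM stock) to start; A480 q20 s × 4 min; Activity was normalised to no-enzyme and no-compound control wells.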
HCV inhibitor – HCV inhibition | Potency, µM (series often up to 41.8 µM), without a hit: top-dose activity change, negative = inhibition, actives largely listed as inhibitors | Huh7.5.1 HCVcc-Cre infection, luciferase reporter, 44 h | actives 3.4% (n = 340,000); note: potency is the fitted concentration of half-maximal effect
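Cells (1,000/well) were plated 4 h before compound, then infected with HCVcc-Cre virus (~0.5 moi). After 44 h further culture, infection was read as luciferase luminescence following a 15 min substrate incubation at room temperature.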
AMA1-RON2 inh – AMA1-RON2 (P. falciparum) interaction inhibition; AlphaScreen AMA1-biotinylated RON2 peptide binding; Potency, µM (doses to about 58.2 µM), for inactives: at the highest dose activity change, negative = inhibition, actives largely listed as inhibitors; actives 0.2% (n = 360,000);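 note: potency is the fitted concentration of half-maximal effect; 0% = vehicle wells and -100% = peptide control; nearly all actives have a fitted effect of over 45% in size; some results filed as inactive show a strong effect at the top dose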
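AMA1 (3D7) with his tag at 25 nM final met compounds first, then biotinylated RON2 peptide at 25 nM; detection used donor plus acceptor beads, 10 µg/mL apiece, read by AlphaScreen after 30 min at room temperature.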
An asterisk follows results filed as active; ? = inconclusive; . = not tested or not shown; [ ] = remark or other dose. Unless noted, calls come from the whole dose curve; as a rule, active = well fitted curve in the direction sought with a large enough effect; inconclusive = small, poorly fitted or top-dose-only effect, or another doubt; inactive = no such curve, though single readings can be large; an effect the other way counts as inactive or inconclusive. Unless noted, % is set by controls: 0 for no effect and ±100 for the full control effect.

Fields – Giardia FBPA inh, Sm TGR block, HCMV antiviral, AmpC detergent, HCV inhibitor, AMA1-RON2 inh
Cc1ccc(C(=O)Nc2ccc3c(c2)OCCO3)c(C)c1
    -2%, 11%, ?, ?, -16%, 1%
ClC(Cl)(Cl)c1nc(N/N=C/c2ccncc2)c2ccccc2n1
    0%, 5%, -36, -11%, -13%, 16%
CC(Sc1nnc(-c2ccco2)n1C)C(=O)NC1CCCC1 (stereo not given)
    ., -26%, 11, 6%, 19%, -2%
COC(=O)Cc1c(C(=O)OC)nnn1-c1ccc(OC)cc1
    5%, 0%, 55, 1%, 27%, 77%[activator]
CN(C)c1cccc(NC(=O)c2ccco2)c1
    -13%, -2%, 12, 3%, 12%, -4%
CCOc1ccc(N2C(=O)c3cccnc3C2Nc2ccc(OC)cc2)cc1 (stereo not given)
    0%, 4%, -25, -9%, -21%, -3%
CCN(CC)c1ccc2nc3c4ccccc4c(=O)cc-3oc2c1
    -18%, -5%, -9, 0%, 11%, -8%
Cc1cc(Cl)ccc1OCC(=O)Nc1nc(-c2cccs2)cs1
    0%, 6%, -17, 1%, -29%, -24%
Cc1nonc1NC(=O)Nc1cccnc1
    4%, 7%, 13, -7%, 22%, 4%
CC(C)c1ccc(NS(=O)(=O)c2ccc3[nH]c(=O)ccc3c2)cc1
    ., -4%, 4, -3%, ., .
NC(=S)NNC(=O)Nc1cccc(Cl)c1
    0%, 0%, 13, -13%, 21%, 45%[activator][11.6 µM]
CC(=O)c1sc2nc(=O)c(C)nn2c1C
    2%, -3%, -3, 5%, 2%, -4%
C#CCOCCOCCOCCNc1nc(N2CCN(C(=O)Cn3cc(CCO)nn3)CC2)nc(N2CCN(C(=O)[C@H](CCCCN)n3cc(CC(C)O)nn3)CC2)n1 (stereo not given in full)
    ., ., 14, ., -9%[8.37 µM], 1%
O=c1[nH][nH]c(-c2ccccc2)c1C=Nc1ccc(OC(F)(F)F)cc1
    -20%, 0%, 51, 1%, 3%, 46%[activator]
CC(C)c1ccc(NC(=O)CCCc2nc(-c3ccc(Cl)cc3)no2)cc1
    ., 6%, -1, 21%, ., .
Cc1nn(-c2cccc(Cl)c2)c2c1C(c1cccnc1)C(C#N)=C(N)O2 (stereo not given)
    -26%, -4%, -8, ?, -6%, 1%
O=C(CN(CCc1ccccc1)C(=O)c1csnn1)NC1CCCC1
    3%, 1%, ?, 3%, -6%, -2%
CCOC(=O)c1sc(=NC(=O)C2CC2)n(C)c1C
    3%, 8%, -18, -2%, -8%, -22%
CCOP(=O)(OCC)C(C#N)=C1SCN(c2ccccc2)CS1
    ., ., 29, ., 13%, 10%
Cc1cccc(-n2c(C)nc3sccc3c2=O)c1
    ., 4%, 0, -12%, -5%, 21%
Cc1cc(=O)oc(C)c1C(=O)N1CCCCC1
    6%, 4%, 14, 1%, 5%, -9%
CCOc1ccccc1NC(=O)CSc1nc(=O)n(CCN2CCOCC2)c2c1CCCC2
    ., 5%, -81*, -1%, -11%, 4%
CCCC(=O)N1CCN(c2ccc([N+](=O)[O-])c(NC(C)c3ccccc3)c2)CC1 (stereo not given)
    -17%, 8%, ?, -1%, 10%, -11%
Cc1csc(=N)n1Cc1ccccc1
    -7%, 1%, 13, -10%, 19%, -7%
Cc1cc(C)c(NC(=O)Cn2c(=O)n(Cc3ccccc3)c(=O)c3c(C)c(C(=O)N(C)C)sc32)c(C)c1
    ., 4%, 7, 13%, ., .
Cc1cc(C)c(S(=O)(=O)Cc2ccc(Cl)cc2)c(=O)[nH]1
    -4%, -4%, ?, ?, 12%, 21%
O=C(COC(=O)C12CC3CC(CC(Br)(C3)C1)C2)Nc1cccnc1Cl
    -2%, 2%, 15, 1%, 7%, -26%
COc1ccc(Cl)cc1NS(=O)(=O)c1cccc(C(=O)NCCCN2CCCC2=O)c1
    11%, -1%, 13, 9%, 1%, -14%
O=C(N=C1SC2CS(=O)(=O)CC2N1Cc1ccccc1Cl)C1CC1 (stereo not given)
    -9%, 2%, 21, 2%, 0%, 0%
CCOC(=O)c1sc(NC(=O)CSc2nccn2C)nc1C
    ., -9%, 97, 1%, ., 2%
Cn1nnnc1SCC(=O)NC1CCCC1
    ., 3%, -23, -4%, 23%, 0%
OCCN1CN=C(Nc2nc3ccccc3o2)NC1
    6%, -1%, 46, -17%, -1%, 66%[activator]
C=CCC1CCCC(=O)N2CC[C@H](O)C12 (stereo not given in full)
    4%[136 µM], 4%, 2, -18%, 3%[8.37 µM], 31%[activator]
CN1CC[C@@H]2C(=O)N3CCc4ccc(-c5ccc6c(c5)OCO6)cc4[C@@H]3C[C@@H]21
    ., ., 27, ., 6%, 0%
Cc1oc(-c2cccc(Cl)c2)nc1CN1CCCC(C(=O)NCc2ccc(Cl)cc2)C1 (stereo not given)
    ., 2%, 4, -7%, ., .
CCOC(=O)c1cnc(SCC(=O)Nc2ccc(NC(C)=O)c(OC)c2)nc1N
    1%, 0%, 11, -11%, 12%, 13%
CN(CCNC(=O)c1cc2c(-c3ccccc3F)nn(C)c2s1)C1CCCCC1
    -4%, -1%, -7, -8%, 13µM*, -3%
CCc1ccccc1NC(=O)Cn1c(=O)n(-c2ccc(C)c(C)c2)c(=O)c2oc3ccccc3c21
    ., ?, -18, 11%, ., .
Cc1ccccc1NC(=O)COC(=O)Cc1ccsc1
    0%, 2%, -9, 3%, 20%, -1%
Cc1ccc(-n2c(N)c(C(=O)N3CCOCC3)sc2=S)c(C)c1
    -3%, 7%, -3, -10%, -4%, 29%

Results in HCMV antiviral (2 entries from above):
Molecule | HCMV antiviral
CN1CC[C@@H]2C(=O)N3CCc4ccc(-c5ccc6c(c5)OCO6)cc4[C@@H]3C[C@@H]21 | 27
Cc1oc(-c2cccc(Cl)c2)nc1CN1CCCC(C(=O)NCc2ccc(Cl)cc2)C1 (stereo not given) | 4

Further results follow.
Fields – Giardia FBPA inh, Sm TGR block, HCMV antiviral, AmpC detergent, HCV inhibitor, AMA1-RON2 inh
Cc1cc(C)c2c(-n3cccc3)c(C(=O)NCC(C)c3ccccc3)sc2n1 (stereo not given)
    ., 6%, -13, 32%[activator], ., .
CCCn1c(NC(=O)c2ccc(F)cc2)nc2ccccc21
    -13%, -4%, 108, -6%, -4%, 81%[activator]
COc1ccc(S(=O)(=O)N(C)C[C@H]2Oc3c(NC(=O)c4ccncc4)cccc3C(=O)N([C@H](C)CO)C[C@@H]2C)cc1
    ., ., -9, ., 7%, 0%
Cn1[nH]c(C(F)(F)F)cc1=O
    -4%, 16%, -26, ?, 7%, 2%
Cc1cccc(C(=O)N(Cc2nc3ccccc3c(=O)[nH]2)C2CCCC2)c1
    0%, 0%, 23, 5%, -18%, 5%
Cn1c(N)c(C(=O)COC(=O)c2ncc(Cl)c(Cl)c2Cl)c(=O)n(C)c1=O
    6%, 1%, -20, -9%, -18%, -17%
CN(C)c1nc(Nc2ccc(F)cc2)nc(Oc2ccc(F)cc2)n1
    0%, -12%, -30, -7%, 1%, -8%
COc1ccc(CNC(=O)c2c3c(nc4ccccc24)C(=O)N(C2CCCCC2)C3)cc1
    ., -4%, 30, 20%, ., .
CCN(CC)C(=O)Cn1cc(C(=O)C(=O)NCCc2ccc(S(N)(=O)=O)cc2)c2ccccc21
    1%, -2%, -38, -7%, 2%, 0%
Cc1cc(NC(=O)C(C)SCC(=O)N(C)CC(=O)Nc2ccc(Br)cc2C)no1 (stereo not given)
    ., -11%, -17, -6%, ., -1%
COc1ccc(C(=O)Nc2ccc(S(=O)(=O)N3CCc4ccccc43)cc2)cc1
    ., ., -90*, ., 11µM*, 2%
CCOC(=O)N/N=C/c1ccc(OC)c(O)c1
    16%, -4%, -15, 0%, 16%, -13%
CCCCCCCN1CCN=C1Nc1ccccc1
    ., -10%, -27, -8%, ?, 2%
CCOC(=O)c1c(NC(=O)c2cc3nc(-c4ccc(Br)cc4)cc(C(F)(F)F)n3n2)sc(C(C)=O)c1C
    ., -6%, 7, 3%, ., .
Cc1ccccc1CS(=O)(=O)c1nnc([C@H](CC(C)C)NC(=O)OC(C)(C)C)o1
    5%, 2µM*, 103, 14µM*, -24%, 32%[activator]
CCOc1ccccc1NC(=O)Cn1c(=O)ccc2cc(S(=O)(=O)N3CCCC3)ccc21
    ., -9%, -33, -8%, ., .
COc1cccc(N2CCN(C(=O)C3C4C=CC5(CN(Cc6ccccc6Cl)C(=O)C35)O4)CC2)c1 (stereo not given)
    5%, 4%, 5, 5%, ?, 2%
CCOC(=O)C1=NOC(CNc2ncc(C(F)(F)F)cc2Cl)C1 (stereo not given)
    0%, 11%, 4, -1%, 2%, -10%
O=C(NCc1ccc(Cl)cc1)c1cc(-c2ccco2)on1
    6%, 0%, -27, -2%, 20%, 4%
Cc1ccc2c(c1)C1CN(C)CCC1N2C(=O)c1cn(-c2ccccc2)nc1-c1ccccc1 (stereo not given)
    0%, 9%, -11, -7%, ?, -18%
O=C(CN(c1ccc(F)cc1)S(=O)(=O)c1ccc2c(c1)OCCO2)NCC1CCCO1 (stereo not given)
    9%, 2%, ., 1%, 13%, -13%
CC(=O)c1cccc(NC(=O)CCC(=O)Oc2ccc(C)cc2)c1
    5%, -16%, ?, -2%, 20%, -4%
Cc1ccc(Nc2nnc(-c3ccncc3)s2)c(Br)c1
    7%, 4%, 30, 8%, ?, 4%
COC(=O)c1ccc(C2c3[nH]c4ccccc4c3C[C@H]3C(=O)N(C4CC4)CC(=O)N23)cc1 (stereo not given in full)
    -4%, -8%, 6, -2%, -6%, -2%
COc1ccc(Cn2nc(-c3ccccc3)c(N3CCCCC3)cc2=O)cc1
    4%, 2%, -2, 1%, -26%, ?
O=C(COC(=O)c1cc[n+]([O-])cc1)Nc1ccc([N+](=O)[O-])cc1C(F)(F)F
    ., 0%, 5, -10%, ?, 17%
O=C(NCCCO)c1ccc2[nH]c3ccccc3c2c1
    3%, 4%, -19, -5%, ?, 0%
O=C(Nc1ccc(Cl)cc1)N(C1=NCCC1)c1ccc(OC(F)F)cc1
    -2%, 6%, 24, 0%, ?, -5%
COc1ccc(C(=O)NCC(c2ccc(F)cc2)N2CCOCC2)cc1S(=O)(=O)N1CCCC1 (stereo not given)
    1%, 13%, 44, -1%, 3%, 11%
O=C(CSC(=S)N1CCCC1)NCC(=O)Nc1ccc(F)c(F)c1
    ., -6%, -18, -8%, ., -10%
CC(C)c1nnc(NC(=O)c2nc(SCc3ccc(F)cc3)ncc2Cl)s1
    ., 2%, 4, 10%, ., .
O=C(CN1C(=O)CCC1=O)Nc1cccc(NC(=O)CN2C(=O)CCC2=O)c1
    3%, 4%, 17, -2%, 0%, -1%
CCOC(=O)C1CCN(C(=O)CN(c2ccc(Oc3ccccc3)cc2)S(C)(=O)=O)CC1
    -5%, 7%, 63, -4%, ?, -5%
CC1=C(C(=O)Nc2ccccc2C)C(c2ccccn2)n2nc(SCc3ccccc3F)nc2N1 (stereo not given)
    ., 1%, 44, 9%, ., .
COc1cc(/C=N/NC(=O)c2cccnc2)cc(Br)c1O
    -22%, -15%, -11, 0%, 15%, -1%
CCCn1ccc2c(OCC(=O)Nc3ccccc3OCC)cccc2c1=O
    ., -2%, -14, 1%, ., .
Cc1nnc(SCC(=O)NC2CCCCC2)[nH]c1=O
    -18%, 4%, 6, -16%, 26%, -1%
